# Screening data: PubChem, several laboratories
# Rin1 Abl inh – inhibitors of human Rin1-Abl protein interaction | P00519+Q13671 | TR-FRET Rin1/Abl binding, biochemical | inhibition, % at 7.35 µM | 360,000 compounds, 0.4% hits | AID 588664; in the data active = inhibition above about 5%, passing the limit was not always enough
# MsrA act – activators of bovine methionine sulfoxide reductase A; 360,000 compounds, 0.3% hits; purified bovine MsrA, absorbance read-out; activation, % at 10.6 µM; AID 602163; in the data active = activation above about 7.5%;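 also: 0% = vehicle and 100% = reference activator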
# eLon inh – inhibitors of E. coli Lon protease; purified E. coli Lon protease, fluorescence polarization; inhibition, % at 7.94 µM; 360,000 compounds, 0.42% hits; AID 602123; in the data active = inhibition above about 13%, passing the limit was not always enough;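 also: 0% = enzyme with probe and DMSO and 100% = no enzyme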
# SKN-1 inh – C. elegans SKN-1 inhibition | C. elegans VP596 Pgst-4::GFP/RFP ratio, acrylamide-induced, 24 h | inhibition, % at 21.8 µM | 360,000 compounds, 0.49% hits | AID 624304;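 active = interference check ratio from 0.5 to 1.5 plus GFP to RFP signal ratio inhibition reaching or exceeding a fixed threshold, cut at about 30% in these data, passing the limit was not always enough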; also: some compounds called inactive have numbers as strong as hits
# MsrA inh – inhibitors of bovine MsrA | AID 651718 | 360,000 compounds, 0.75% hits | purified bovine MsrA, absorbance read-out | inhibition, % at 15.5 µM; in the data active = inhibition above about 4.5%;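 also: 0% = vehicle wells with enzyme and 100% = reference inhibitor wells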
# MT1-MMP act inh – MT1-MMP (human) activation inhibition; P50281; HT1080 RFP-PRO-GFP cells, GFP/RFP ratio fluorescence, overnight; percent of plate control window, DMSO zero; GFP/RFP ratio change, % at 20 µM; 360,000 compounds, 0.061% hits; AID 651647;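 active = GFP/RFP ratio change of at least 30% with cell ATP level not reduced by more than half and red fluorescence within 50% of control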; also: strong numbers were not always called active
#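 Read-out: GFP/RFP fluorescence ratio; Test system: RFP-PRO-GFP reporter HT1080 cells; Compound dosing: single-point 20 µM compound, 1% DMSO; Times: overnight compound exposure at 37 °C.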
# Neddylation inh – inhibitors of human cullin neddylation | P61081+Q13564 | TR-FRET cullin neddylation, biochemical | calls only at 25 µM | 360,000 compounds, 0.58% hits | AID 651699; in the data active = inhibition above about 36%
# NRP1-CendR mod – modulators of CendR peptide binding to human neuropilin-1. AID 602438. inhibition, % at 25 µM. FAM-RPARPAR peptide binding to NRP-1, fluorescence polarization. 360,000 compounds, 0.85% hits. O14786;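 active = inhibition or corrected inhibition above about 18%, plus a signal ratio from 0.5 to 1.5, limit read from the data, passing the limit was not always enough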; also: strong numbers were not always called active
# Target sequence (O14786 whole entry, looked up): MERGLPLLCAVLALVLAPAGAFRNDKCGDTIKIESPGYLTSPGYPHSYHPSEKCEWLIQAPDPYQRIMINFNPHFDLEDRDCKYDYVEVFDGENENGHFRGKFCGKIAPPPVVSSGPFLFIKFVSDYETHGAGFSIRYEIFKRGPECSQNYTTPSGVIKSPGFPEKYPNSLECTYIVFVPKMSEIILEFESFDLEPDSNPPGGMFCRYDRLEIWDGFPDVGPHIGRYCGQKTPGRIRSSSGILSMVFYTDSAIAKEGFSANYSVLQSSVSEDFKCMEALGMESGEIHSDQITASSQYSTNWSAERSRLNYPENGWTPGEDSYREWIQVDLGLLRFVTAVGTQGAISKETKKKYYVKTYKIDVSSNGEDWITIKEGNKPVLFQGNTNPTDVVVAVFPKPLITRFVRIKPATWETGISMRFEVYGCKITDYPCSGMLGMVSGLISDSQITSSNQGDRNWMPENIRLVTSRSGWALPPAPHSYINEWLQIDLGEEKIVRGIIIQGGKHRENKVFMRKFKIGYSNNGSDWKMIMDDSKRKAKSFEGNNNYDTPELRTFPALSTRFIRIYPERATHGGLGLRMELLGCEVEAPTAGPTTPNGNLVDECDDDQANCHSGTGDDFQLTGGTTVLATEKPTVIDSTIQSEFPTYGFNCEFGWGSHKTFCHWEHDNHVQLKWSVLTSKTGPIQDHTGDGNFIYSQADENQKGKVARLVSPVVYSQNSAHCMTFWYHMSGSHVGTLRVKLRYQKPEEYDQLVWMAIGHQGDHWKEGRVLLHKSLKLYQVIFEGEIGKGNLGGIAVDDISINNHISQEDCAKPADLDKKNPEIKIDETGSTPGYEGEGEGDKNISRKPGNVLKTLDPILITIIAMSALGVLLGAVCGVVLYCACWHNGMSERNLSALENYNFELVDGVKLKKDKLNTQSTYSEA
# FAS-TE inh – blocks the thioesterase domain of human fatty acid synthase | P49327 | inhibition, % at 15 µM | 360,000 compounds, 0.67% hits | recombinant FAS-TE, OMFH fluorogenic substrate, fluorescence endpoint | AID 602261;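 active = compounds whose normalised, plate-corrected inhibition of enzyme fluorescence in the single-dose primary screen is 50% or more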;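 also: 0% = DMSO with enzyme and 100% = substrate without enzyme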
# * hit, by the source's call; i = inactive; nt = not tested or not shown.
SMILES,Rin1 Abl inh,MsrA act,eLon inh,SKN-1 inh,MsrA inh,MT1-MMP act inh,Neddylation inh,NRP1-CendR mod,FAS-TE inh
Cc1cc(C)n(-c2nc3ccccc3n3nnnc23)n1,-2,-4,3,17,1.0,-3,i,-5,-7
Cc1csc(SCC(=O)Nc2nncs2)n1,-1,0,-2,5,-0.9,-3,i,5,-6
CC1(C)CC(=O)C=C(OC(=O)c2ccc(Cl)cc2)C1,-3,-5,-7,24,-0.1,1,i,-14,-2
O=C(c1cc2c(s1)-c1ccccc1OC2)N1CCN(c2ccccc2)CC1,0,-3,5,4,0.1,0,nt,1,16
O=C(N/N=C/c1c[nH]c2ccc(Br)cc12)c1ccn(Cc2ccc(Cl)cc2)n1,-3,-3,-6,10,2.4,-4,i,-7,18
CC(C)OC(=O)CN1CCN(S(=O)(=O)c2cc(Cl)ccc2Cl)CC1,-1,-10,-18,-9,0.1,2,i,12,1
O=C(NCc1ccccc1Cl)C1CCN(S(=O)(=O)N2CCC3(CC2)OCCO3)CC1,4,-2,-2,4,-0.1,1,i,4,-8
CN(c1ccccc1)S(=O)(=O)c1ccc(Cl)c(C(=O)OCC(N)=O)c1,2,-2,-9,5,2.4,-1,i,5,-8
CC1=C[C@H]2Cc3cc(C)cc(C)c3S(=O)(=O)[C@@H]2C=C1,3,-1,-5,1,0.4,-8,i,-12,16
CCN1CCN(C(=O)CCCCCn2c(=O)[nH]c3cc(C(=O)OC)ccc3c2=O)CC1,-4,-1,-10,-24,-0.1,-1,i,7,0
CCn1c(O)c(N=NC(=O)C2C(=O)NCC2c2ccccc2)c2ccccc21 (stereo not drawn),-5,-7,-1,7,1.2,1,i,-3,-4
O=C(NC(C(=O)c1ccccc1)N1CCCCC1)c1ccccc1 (stereo not drawn),6,-13,-2,0,-0.5,-1,i,-18,2
O=C(O)COc1ccc(Cl)cc1C1CCCCC1,2,-5,-8,18,0.0,-3,i,-2,0
CCCCOC(=O)Nc1nc2ccc(OC)cc2s1,3,-3,-3,9,0.8,4,i,-6,-5
CCC(=O)N/N=C(\C)CC(=O)Nc1cc(Cl)ccc1C,2,-3,-6,11,0.3,4,i,0,-7
COc1ccc(S(=O)(=O)N2CCC(C(=O)NCC3CCCCC3)CC2)cc1,4,-1,-2,4,0.3,0,i,-6,-2
O=C1C2C3c4ccccc4C(c4ccccc43)C2C(=O)N1c1cccc2cccnc12 (stereo not drawn),3,5,-9,20,0.7,-1,i,13,8
COc1ccc(C2=NOC(C(=O)Nc3c(C)n(C)n(-c4ccccc4)c3=O)C2)cc1 (stereo not drawn),0,-2,-4,-6,-1.1,0,i,3,-10
COc1ccc(CCNC(=O)CCCCC(=O)NCCc2ccc(OC)cc2)cc1,0,-6,10,-6,0.5,9,i,1,-8
COc1cc(/C=N/NC(N)=S)ccc1OCC(=O)Nc1ccc(C)c(C)c1,-1,-2,0,7,1.6,-6,i,7,-5
CCOC(=O)c1c(NC(=O)c2nn(CC)cc2Br)c(C#N)cn1-c1ccccc1,3,-1,1,14,-0.3,-2,i,-5,30
COc1ccc(/C=N/NC(=O)c2ccn[nH]2)cc1COc1ccc(Cl)cc1,-4,-4,-5,-4,0.6,18,i,-4,-66
COc1ccc(C)cc1NC(=O)CNC(c1ccccc1)c1ccc(C)cc1 (stereo not drawn),4,0,5,0,-0.1,-7,i,-4,25
Cc1cccc(CN2[C@H](COC(=O)Nc3ccccc3)C=CS2(=O)=O)c1,5,1,-12,3,-0.3,3,i,0,1
O=C(O)c1c2c(nc3ccccc13)/C(=C/c1ccc(O)cc1)CCC2,-4,-1,7,2,4.3,-2,i,4,-2

# Further results
SMILES,Rin1 Abl inh,MsrA act,eLon inh,SKN-1 inh,MsrA inh,MT1-MMP act inh,Neddylation inh,NRP1-CendR mod,FAS-TE inh
O=C(COc1ccc2ccccc2c1)N1CCN(C(=O)c2ccc([N+](=O)[O-])cc2)CC1,2,-2,12,5,-0.1,-1,i,2,8
CCc1cc2c(=O)[nH]c(COC)nc2s1,-2,-6,-5,5,-0.4,3,i,-5,-13
Cc1nn(-c2ccccc2)c2c1C(=O)N(Cc1ccccc1)C(=O)C(C)(C)C2,0,-8,-2,-8,0.1,-1,i,10,23
CCN(CC)S(=O)(=O)c1ccc(N2CCCC2)c(NS(=O)(=O)c2ccc(F)cc2)c1,0,-4,1,11,3.1,4,i,-3,7
COCC(=O)Nc1nc(-c2ccc(-c3ccccc3)cc2)cs1,-3,-5,6,-10,-0.4,-1,i,2,2
O=C(Cn1cnc2ccccc2c1=O)Nc1cccc(S(=O)(=O)N2CCCCC2)c1,-2,-7,8,-2,-0.4,1,i,0,-8
CN(C(=O)c1ccccc1OC1CCN(S(C)(=O)=O)CC1)C1CCOC1 (stereo not drawn),1,-3,-4,-3,-0.3,4,i,12,-2
O=C(NC1CCCCC1)C1c2ccccc2OCC(=O)N1Cc1ccc2c(c1)OCO2 (stereo not drawn),nt,-8,2,4,0.5,5,i,0,-2
O=[N+]([O-])c1ccc(C(O)CN2CCN(C/C=C/c3ccccc3)CC2)cc1 (stereo not drawn),3,0,5,3,-1.5,3,i,8,-4
Cn1c(Oc2ccccc2)c(C=O)c2ccccc21,4,2,-3,11,0.1,7,i,-12,0
CC(C)C(NC(=O)c1ccccc1F)C(=O)NCc1ccc(S(=O)(=O)N2CCOCC2)cc1 (stereo not drawn),3,-2,-11,5,-0.3,-3,i,5,-3
S=C(NCc1ccccc1)NCc1cccc(CNC(=S)NCc2ccccc2)c1,-2,-3,5,-17,-0.1,0,i,13,21
O=C(COC(=O)CC1CCS(=O)(=O)C1)Nc1ccc(F)cc1 (stereo not drawn),0,-1,-4,0,-1.2,0,i,1,-5
N#Cc1ccccc1OCc1cccc(S(=O)(=O)N2CCOCC2)c1,0,-4,-2,-1,-0.4,-2,i,-7,-1
CC(NS(=O)(=O)c1ccc(OCC(=O)NCc2ccncc2)cc1)c1ccccc1 (stereo not drawn),0,0,5,-23,-0.2,6,i,2,0
COc1cccc(-c2c(C(=O)N/N=C(\C)c3cccs3)nnn2-c2nonc2N)c1,2,-7,1,8,2.1,-11,i,5,3
CCOc1ccccc1NC(=O)NCc1ccco1,0,-2,4,-4,0.0,1,i,6,-6
COc1ccc(N(CC(=O)Nc2cccc(C)c2)S(=O)(=O)c2c(C)n[nH]c2C)cc1,0,-4,3,9,-0.5,-3,i,16,-2
Cc1cc(C)c(Cn2ncn(-c3ccc(Br)cc3)c2=O)c(C)c1,-4,2,-1,0,0.7,1,i,-10,16
Cc1ccc(S(=O)(=O)NCC(=O)OCC(=O)NC(=O)c2cccn2C)cc1,1,-3,3,14,-1.1,-1,i,-15,-8
COc1ccc(C2CCCN2C(=S)Nc2ccc(C)cc2C)cc1OC (stereo not drawn),0,-2,-9,-2,0.2,4,i,-2,2
NCCCC[C@@H]1NC(=O)c2cc([N+](=O)[O-])cc(F)c2NCCCC[C@@H](C(N)=O)NC(=O)CNC1=O,3,-2,-2,14,0.4,-1,i,20,-4
Nc1[nH]c(C(=O)c2ccccc2)c(-c2ccccc2C(F)(F)F)c1C(=O)c1cccs1,nt,-8,-1,7,1.2,1,i,-9,1
CCOC(=O)C1CCN(S(=O)(=O)c2ccc(OCC)cc2)CC1,0,0,-3,-1,-0.6,3,i,10,3
Cc1cc(NC(=O)CCC(=O)N(CC(=O)NCC2CCCO2)c2cccc(F)c2)no1 (stereo not drawn),2,-2,11,0,1.7,0,i,-2,-2

# Part of the list above, reduced to MT1-MMP act inh.
SMILES	MT1-MMP act inh
COc1ccc(C2CCCN2C(=S)Nc2ccc(C)cc2C)cc1OC (stereo not drawn)	4
CCN(CC)S(=O)(=O)c1ccc(N2CCCC2)c(NS(=O)(=O)c2ccc(F)cc2)c1	4
O=C(COC(=O)CC1CCS(=O)(=O)C1)Nc1ccc(F)cc1 (stereo not drawn)	0
O=C(COc1ccc2ccccc2c1)N1CCN(C(=O)c2ccc([N+](=O)[O-])cc2)CC1	-1
CCOC(=O)C1CCN(S(=O)(=O)c2ccc(OCC)cc2)CC1	3

# Following part:
SMILES,Rin1 Abl inh,MsrA act,eLon inh,SKN-1 inh,MsrA inh,MT1-MMP act inh,Neddylation inh,NRP1-CendR mod,FAS-TE inh
COc1ccccc1-c1ccc(SCc2cccc(F)c2)nn1,-5,-2,5,12,-0.3,-2,i,-10,27
CCc1cccc(NC(=O)CN2C(=O)NC3(CCCCCCC3)C2=O)c1,8,-7,-6,-3,-0.1,6,i,0,5
CO[C@@H]1CN(C)C(=O)c2ccc(NC(=O)c3ccccc3F)cc2OC[C@@H](C)N(CC2CCOCC2)C[C@@H]1C,nt,nt,nt,-14,0.9,-1,i,-6,nt
CN(C(=O)c1cn2ccccc2n1)c1c(N)n(Cc2ccccc2)c(=O)[nH]c1=O,2,-4,2,6,-0.7,5,i,15,-4
COc1ccc(OC)c(NC(=O)CCN2CCN(C/C=C/c3ccccc3)CC2)c1,1,-3,-16,-7,0.1,2,i,6,-4
O=C(c1ccco1)N1CCN(C(=O)c2cnn(-c3cccc(F)c3)c2C2CCNCC2)CC1,1,-1,2,9,-0.8,3,i,1,-7
CCC(Sc1ccc2nnc(-c3ccc(OC)c(OC)c3)n2n1)C(=O)O (stereo not drawn),-4,-1,5,10,-0.1,8,i,8,-8
Cc1occc1-c1nnc(SCC(=O)N2CCOCC2)n1CC(C)C,-1,-2,2,21,-1.5,1,i,3,-4
C[C@H](CO)N1C[C@H](C)[C@@H](CN(C)S(=O)(=O)c2ccc(Oc3ccccc3)cc2)OCc2cnnn2CCCC1=O,5,-6,3,-4,1.1,2,i,-30,-10
CC(C)NC(=O)N(C)C[C@@H]1Oc2c(NS(=O)(=O)c3ccccc3)cccc2C(=O)N([C@@H](C)CO)C[C@@H]1C,2,-1,-12,-6,-1.2,7,i,-3,-8

# 3 compounds out of the list, sorted by length of the SMILES, rising.
SMILES,Rin1 Abl inh,MsrA act,eLon inh,SKN-1 inh,MsrA inh,MT1-MMP act inh,Neddylation inh,NRP1-CendR mod,FAS-TE inh
COc1ccc(OC)c(NC(=O)CCN2CCN(C/C=C/c3ccccc3)CC2)c1,1,-3,-16,-7,0.1,2,i,6,-4
CN(C(=O)c1cn2ccccc2n1)c1c(N)n(Cc2ccccc2)c(=O)[nH]c1=O,2,-4,2,6,-0.7,5,i,15,-4
CO[C@@H]1CN(C)C(=O)c2ccc(NC(=O)c3ccccc3F)cc2OC[C@@H](C)N(CC2CCOCC2)C[C@@H]1C,nt,nt,nt,-14,0.9,-1,i,-6,nt

# An unsorted share of the library, and some 4.2% of all compounds hit somewhere here.
